# Screening results as filed in PubChem.
# 14-3-3 Bad PPI = disrupts binding of bovine 14-3-3 zeta to phospho-Bad peptide; P63103; TR-FRET 14-3-3zeta/Dy647-pBad peptide displacement, 1 h; inhibition, % at 21.7 µM; hit rate 0.71% among 220,000;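 active = inhibition above about 70%, limit read from the data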;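 note: 0% = full 14-3-3 plus peptide FRET controls and 100% = background without 14-3-3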
# hK5 inh = blocks human kallikrein 5 protease activity | Q9Y337 | recombinant hK5, fluorogenic AMC substrate cleavage | inhibition, % at 5 µM | hit rate 0.59% among 210,000 | AID 873;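 active = inhibition of 40% or more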;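 note: 0% = enzyme controls without compound and 100% = no-enzyme blanks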
# Target sequence (Q9Y337 67-293 limits assumed): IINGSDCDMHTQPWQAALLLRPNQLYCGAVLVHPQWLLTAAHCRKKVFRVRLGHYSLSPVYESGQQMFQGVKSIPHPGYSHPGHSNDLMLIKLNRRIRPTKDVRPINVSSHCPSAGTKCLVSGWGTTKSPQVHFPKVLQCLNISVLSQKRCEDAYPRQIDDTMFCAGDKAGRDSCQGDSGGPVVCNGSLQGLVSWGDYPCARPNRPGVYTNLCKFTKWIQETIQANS
# Runt-CBFb FRET = Runt domain-CBFb interaction inhibition. hit rate 0.46% among 220,000. Cerulean-Runt/Venus-CBFb FRET ratio 530/480, 1 h. AID 1496. inhibition, % at 20 µM;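 active = inhibition over about 50% at 20 µM in the single-dose screen, limit read from the data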;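 note: 0% = DMSO wells and 100% = excess unlabeled CBFb competitor control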
# Target sequence (Q01196 whole entry, looked up, the tested form may be a part): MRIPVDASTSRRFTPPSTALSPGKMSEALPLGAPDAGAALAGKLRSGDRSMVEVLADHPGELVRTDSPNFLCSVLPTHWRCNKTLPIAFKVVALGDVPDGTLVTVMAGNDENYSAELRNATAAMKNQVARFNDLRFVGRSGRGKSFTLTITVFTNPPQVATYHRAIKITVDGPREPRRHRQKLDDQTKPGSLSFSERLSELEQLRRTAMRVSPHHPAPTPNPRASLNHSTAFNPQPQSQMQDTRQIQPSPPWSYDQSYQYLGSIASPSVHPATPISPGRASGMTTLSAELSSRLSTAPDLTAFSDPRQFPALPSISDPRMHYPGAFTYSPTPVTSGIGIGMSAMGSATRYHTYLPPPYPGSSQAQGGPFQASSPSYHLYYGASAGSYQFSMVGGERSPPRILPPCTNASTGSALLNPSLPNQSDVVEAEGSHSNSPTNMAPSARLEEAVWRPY
# Target sequence (Q13951 whole entry, looked up, the tested form may be a part): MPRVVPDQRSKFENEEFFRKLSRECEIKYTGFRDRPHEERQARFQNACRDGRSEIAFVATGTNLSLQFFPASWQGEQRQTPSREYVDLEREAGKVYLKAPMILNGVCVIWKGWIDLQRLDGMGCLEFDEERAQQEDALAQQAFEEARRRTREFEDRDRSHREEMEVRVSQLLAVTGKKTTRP
#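 Doses: 20 µM compound in 1% DMSO | Material: Cerulean-labeled Runt domain protein | Amount: Each fluorescent fusion protein 100 nM | Schedule: Two 1 h room-temperature incubations shielded from light | Measured by: FRET fluorescence | Evaluation: Loss of energy transfer signal | Controls: Unlabeled CBFb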
# Runt-SMMHC FRET = blocks binding of human RUNX1 Runt domain to CBFb-SMMHC | Cerulean-Runt/Venus-CBFb-SMMHC FRET ratio 530/480, 1 h | inhibition, % at 20 µM | hit rate 0.74% among 220,000 | AID 1434;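 active = mean inhibition across duplicate retests at 20 µM reaching about 50%, limit read from the data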;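 note: 0% = DMSO wells and 100% = wells with excess untagged CBFb-SMMHC; inhibitors lower the FRET ratio by blocking Runt binding to CBFb-SMMHC; some results filed as inactive read as strong as hits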
# Wee1 stabilizer = blocks degradation of human Wee1 kinase; P30291; HeLa Luc-Wee1K328M stability, luciferase luminescence; 100% = proteasome inhibitor MG132 effect; reporter increase, % at 5 µM; hit rate 1.2% among 220,000; AID 1321;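 active = activation above the mean of all tested compounds plus 3 SD, set per screening run, cut at about 8.8% in these data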;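 note: cells exposed to compound for 20 h before luminescence read; 0% = DMSO alone and 100% = MG132 at 30 µM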
# FXIIa inh 1536 = blocks human coagulation factor XIIa protease activity; inhibition, % at 5 µM; hit rate 0.3% among 220,000; purified FXIIa, Boc-QGR-AMC fluorogenic substrate, 2 h; in the data active = inhibition above about 40%;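 note: 0% = enzyme with no compound and 100% = blank without enzyme; many of its hits are not listed in these tables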
# FXIa inh 1536 = factor XIa (human) inhibition; purified FXIa, Boc-Glu-Ala-Arg-AMC fluorogenic substrate; inhibition, % at 5 µM; hit rate 0.14% among 220,000; AID 798;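 active = inhibition of at least 40%; inactive = inhibition below 40%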;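 note: fluorescence of freed AMC excited at 355 nm; 0% = enzyme without compound and 100% = no enzyme blank; many of its hits are not listed in these tables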
# Thrombin inh = inhibitors of human thrombin. P00734. alpha-thrombin, Boc-VPR-AMC fluorogenic substrate cleavage. inhibition, % at 5 µM. hit rate 0.26% among 220,000;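 active = inhibition at or above 40%; inactive = inhibition below 40%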;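 note: 0% = enzyme with no compound and 100% = wells without enzyme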
#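 Assay system: human alpha-thrombin enzyme. Reagent: Boc-VPR-AMC substrate, 15 µM final. Compound dosing: one concentration per compound, 5 µM, with 0.2% DMSO. Incubation: room-temperature reaction. Technique: AMC fluorescence, 355/460 nm. Measure: % inhibition relative to enzyme controls and enzyme-free blanks.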
# Hck Nef HTS = inhibitors of human Hck kinase activated by Nef; hit rate 0.68% among 220,000; AID 463187; P08631; inhibition, % at 20 µM; Recombinant Hck-YEEI plus Nef, Z-Lyte FRET kinase assay;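 active = Hck-Nef kinase inhibition above about 50%, limit read from the data; inactive = inhibition below that limit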;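 note: 0% = DMSO with Hck plus Nef and 100% = Hck alone without Nef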
# * = called active by the depositor; . = no result given; [ ] = dose if it differs, or a comment.
# The line under a structure holds: 14-3-3 Bad PPI, hK5 inh, Runt-CBFb FRET, Runt-SMMHC FRET, Wee1 stabilizer, FXIIa inh 1536, FXIa inh 1536, Thrombin inh, Hck Nef HTS
- C=CCn1c(SCC(=O)c2ccc(Cl)cc2)nnc1-c1ccc2c(c1)OCO2
 : -0.5, -8.5, -1.4, -0.7, -2.7, 10.4, 5.1, 0.1, -3.9
- CCC1=Nc2cc(C(=O)NCc3ccco3)ccc2Sc2ccc(C)cc21
 : -6.1[fluorescence artefact?], -14.1, 3.3, 2.7, 1.6, 15.5, 9.0, -6.4, 6.8
- COc1cc(NC(=O)C2CCN(S(=O)(=O)c3ccc(Cl)cc3)CC2)ccc1-n1cnnn1
 : 2.8, 3.3, 0.0, -2.1, -2.7, 6.8, -5.5, -4.1, 2.0
- CC(C)CCc1c(O)nc(SCC(C)C)[nH]c1=O
 : -5.8, -3.1, -1.8, -2.3, 1.6, 4.6, -5.4, -12.8, 15.2
- Cc1cc(N2CCOCC2)nc2ccc(NC(=S)N3CCN(Cc4ccccc4)CC3)cc12
 : -32.9, -4.0, 3.2, 3.4, -0.8, 6.3, -1.5, -2.2, 36.1
- OCCNc1nc(SCc2ccccc2)nc2sc3c(c12)CCC3
 : -9.9, 9.4, 3.0, -2.7, 2.2, -7.4, -12.4, -2.8, -0.5
- Cc1cccc(CSCCNC(=O)c2ccc(N(C)S(=O)(=O)c3ccccc3)cc2)c1
 : -5.1, -9.7, -2.6, 1.5, 1.2, 2.6, 6.7, 2.1, -1.9
- CCOC(=O)C1CCN(C(=O)CCc2c(C)nc3c(-c4ccc(F)cc4)c(C)nn3c2C)CC1
 : 3.2, -0.3, -1.4, 1.1, 3.8, 3.8, -1.1, -2.9, 1.1
- Cc1ccc(-c2c[n+](CC(=O)Nc3ccccc3C)c3n2CCC3)cc1
 : 2.5, -2.1, -0.7, -1.1, 3.8, 9.3, -4.5, -2.2, 6.5
- Cc1ccc([N+](=O)[O-])cc1NC(=S)NC(=O)C(C)(C)C
 : 3.3, -14.3, -8.2, -1.2, -3.0, 9.1, 2.1, 0.4, -0.7
- CCN(CC)C(=O)CSc1nc(O)cc(=O)n1C
 : 2.6, -6.6, 0.9, -5.3, -1.8, 11.4, 0.1, -4.2, 0.7
- CCOc1ccc(NS(=O)(=O)c2cc(C)c(C)cc2C)cc1
 : -8.0, ., -0.3, -0.8, -1.2, 8.7, -1.4, -4.0, -4.4
- Nc1cc(-c2nc3ncccc3o2)ccc1Cl
 : 0.1[fluorescence artefact?], -13.2, -0.3, -1.2, 0.3, 10.8, 7.4, 0.5, 8.7
- COc1ccc(S(=O)(=O)NCCSCc2cccc(C)c2)cc1Br
 : -4.3, 1.6, -3.9, 1.2, -1.2, 2.0, -1.5, 0.5, -0.9
- COc1cc(OC)c(C(=O)COc2ncnc3ccccc23)c(OC)c1
 : -1.6, 16.1, 1.6, 1.6, 0.2, 13.1, 6.0, 0.3, 0.7
- Cc1ccc(C(=O)Cn2nc(C)c([N+](=O)[O-])c2C)c(C)c1
 : 7.8, 4.2, -0.2, -3.6, 0.6, 11.7, -1.8, -4.0, 14.4
- O=C(Nc1ccc(Cl)cc1)OCc1cc(-c2ccccc2Cl)on1
 : -0.6, -15.8, ., -4.3, -1.7, 14.1, 3.1, -0.8, 0.5
- CCc1ccc2oc(=O)cc(CN(C)Cc3ccccc3)c2c1
 : 5.0, 2.5, -2.0, -5.7, 3.0, 7.5, 5.8, -3.8, 2.7
- O=C(NCCc1cn2ccccc2n1)C1CCCCC1
 : -2.0, 1.5, -1.7, -1.2, 1.3, 8.0, -0.6, -2.3, 1.8
- CCOC(=O)N1CCC(NC(=O)c2ccc(CS(=O)(=O)c3c(Cl)cccc3Cl)o2)CC1
 : 8.9[fluorescence artefact?], -1.9, 2.0, -0.2, 5.8, 13.1, 2.4, -1.8, -4.6
- Cc1cc(C)nc(SCCn2c(N3CCCCC3)nc3c2c(=O)n(C)c(=O)n3C)n1
 : -1.0, -4.8, -1.1, 0.7, 1.8, 1.1, -0.2, -5.7, 1.5
- Cc1cccc(N2CCN(Cc3nc(C4CC4)no3)CC2)n1
 : 6.4, -3.6, 1.2, 1.2, -3.2, 5.1, -4.4, -6.6, 18.5
- COc1ccc(NC(=O)c2cccs2)c([N+](=O)[O-])c1
 : -1.9, 6.6, 0.5, -2.0, -2.3, 4.8, -0.3, -0.5, -0.1
- O=C(Nc1ccc(Cl)cn1)c1ccc([N+](=O)[O-])o1
 : -11.2, -4.1, -2.0, -3.4, -1.8, 4.2, -3.9, 2.8, 13.4
- CCOC(=O)CSc1nnc(Cn2nnc3ccccc32)n1-c1ccc(F)cc1
 : 1.8, -5.4, -1.4, -1.1, 2.7, 5.8, 3.7, -4.9, 7.3
- CC(C)c1ccc(NC(=O)C2CCN(S(C)(=O)=O)CC2)cc1
 : -6.3, 5.6, -3.5, 0.9, -0.5, 15.2, 2.7, -2.9, 0.9
- CC12CN(C(=S)Nc3ccccc3)CC(C)(CN(C(=S)Nc3ccccc3)C1)C2=O
 : -21.0, -0.9, 3.1, -5.2, 1.3, 3.0, -0.4, -7.2, 15.3
- Cc1cc(C)n(/N=C/c2ccco2)c(=O)c1C#N
 : -12.6, -17.5, 2.5, 0.5, -1.8, 16.3, 7.9, -6.1, 0.1
- COc1ccc(C(=O)N2CCN(C(C)=O)CC2)cc1S(=O)(=O)NCc1ccc(Cl)cc1
 : 6.4, -7.5, 2.1, -3.7, 6.0, 20.7, 2.6, 1.8, 2.4
- Cc1ccc(OCC(=O)NCCO)c(Br)c1
 : -2.8, ., -1.0, -3.2, -4.0, 5.2, -2.3, -8.2, 1.4
- CCOC(=O)N1CCC(NC(=O)C2CCN(S(=O)(=O)N3CCCC3)CC2)CC1
 : -0.9[fluorescence artefact?], -4.2, -0.9, 0.1, -2.3, 8.5, -4.2, -4.2, 0.3
- Cc1cc(OCCCCCNCCO)cc(C)c1Cl
 : -2.4, -1.3, -1.1, 2.8, -1.1, 5.0, -6.0, 1.7, -11.5
- Cc1noc(C)c1C(=O)NCc1cccs1
 : 0.3[fluorescence artefact?], 3.1, 3.8, -5.5, 0.9, 8.0, 0.7, -6.1, 0.4
- O=C(CN1C(=O)NC2(CCCC2)C1=O)Nc1ccc(F)c(F)c1F
 : 1.5[fluorescence artefact?], -0.6, 1.7, -0.9, -3.2, 9.8, -1.5, 0.0, -3.5
- Cn1c(SCc2cc(=O)[nH]c3ccccc23)nnc1-c1ccc(Br)cc1
 : 14.3, -2.9, 0.6, 2.9, 1.3, 13.8, 3.6, 2.5, -1.8
- COc1ccc(-c2csc(Cc3nnc4n3CCCCC4)n2)cc1
 : -0.4, 3.9, -0.9, -6.2, -2.2, -15.4, -3.5, -0.2, 1.6
- COC(=O)C(=C/C(C)=C/c1cccnc1)C(=O)OC
 : -8.7, -6.2, 4.9, 1.5, 0.5, 2.3, -7.3, -13.7, 17.1
- Cn1c(=O)oc2cc(S(=O)(=O)N3CCC4(CC3)OCCO4)ccc21
 : -0.3[fluorescence artefact?], 2.0, -3.0, -2.5, 1.9, 16.3, 8.2, 1.2, 0.8
- Cc1ccc(S(=O)(=O)N(C)C)cc1NC(=O)Nc1ccccc1
 : 0.1, 2.7, 2.3, 0.8, -2.1, 17.4, 3.1, 2.4, 21.3
- CN(C)S(=O)(=O)c1cccc(NC(=O)COC(=O)c2ccc([N+](=O)[O-])o2)c1
 : -7.3[fluorescence artefact?], -11.1, -2.6, 5.6, -2.7, 1.2, 3.2, -3.6, 3.1
- Cc1nnc(SCC2=C(C(=O)O)N3C(=O)C(NC(=O)Cn4nc(C(F)F)cc4C)C3SC2)s1 (centres undefined)
 : -3.6, -3.9, -58.9, 3.0, -2.2, 10.1, -2.5, -3.8, 24.6
- CCc1onc(C)c1C(=O)Nc1ccc2c(c1)OCO2
 : 3.1, -15.2, 1.5, -1.1, 1.1, 3.0, -6.4, 1.5, -0.3
- CNS(=O)(=O)c1cccc(C(=O)OCC(=O)N(CCC#N)c2ccccc2)c1
 : -10.0, 2.2, -0.7, 3.2, 2.7, 7.4, -1.8, -2.7, 17.0
- O=C(NCc1ccccn1)C1CCN(S(=O)(=O)c2cc(Cl)ccc2Cl)CC1
 : -2.5, -3.0, ., -0.2, 2.8, -0.2, -2.6, -9.7, 26.4
- O=c1[nH]cnc2scc(-c3cccs3)c12
 : 14.4, -21.8, 0.5, -0.8, -1.8, 9.6, 1.6, -3.3, 5.9
- COc1ccc(OC)c(C2NC(=S)NC3=C2N2CCC3CC2)c1 (centres undefined)
 : 4.9, ., 2.2, -3.3, -2.0, 9.8, 4.2, -3.3, -11.8
- O=C(CSc1nnc(-c2ccccc2)n1Cc1ccco1)NCc1ccc2c(c1)OCO2
 : 7.7, -0.7, 9.7, -5.7, -0.8, 8.5, 0.2, 3.0, -1.6
- CCOc1ccc(C(=O)N/N=C(/C)C2C(=O)c3ccccc3C2=O)cc1
 : -0.4, -18.1, -0.8, -2.0, -0.7, -1.1, 1.5, -3.6, 3.1
- Cc1nc(NC2=NCN(C3CCCCC3C)CN2)nc2ccccc12 (centres undefined)
 : -6.9, 3.8, -2.8, -0.1, 3.0, -3.6, -1.0, -0.8, -0.5
- CN(C)C(=O)Cn1nc(-c2ccccc2)c2ccccc2c1=O
 : 0.1, -10.5, -1.3, -0.7, -1.8, 5.4, -8.9, -5.1, 1.2
- CCS(=O)(=O)c1ccc2c(c1)N(S(C)(=O)=O)CC(C(=O)NN)O2 (centres undefined)
 : -3.2, -7.8, -2.6, 1.8, -2.6, 1.4, -3.2, 5.2, 20.6
- CC(C)Cn1c(CN2CCN(c3ccccc3F)CC2)nc2c1c(=O)[nH]c(=O)n2C
 : 4.3, -2.1, ., -7.6, -0.5, 1.5, -4.8, -4.1, 18.4
- O=C(COC(=O)c1cnccn1)NCCc1ccccc1
 : -12.9[fluorescence artefact?], 0.9, -0.3, 2.2, -2.2, 7.5, 4.3, 3.4, 0.2
- COc1cc(NC(=O)Cc2ccccc2)cc(OC)c1
 : -8.6[fluorescence artefact?], 10.3, -1.3, -5.9, -1.5, 5.8, 0.0, -0.1, 0.7
- Clc1ccc(-c2nc3ccccn3c2CN2CCCCC2)cc1
 : -8.5, -5.9, -1.2, -1.2, -0.9, 8.1, -1.7, 6.0, 11.0
- CC(C)n1nc(C(=O)OCC(=O)c2c[nH]c3ccccc23)c2ccccc2c1=O
 : -5.0[fluorescence artefact?], -13.4, 0.7, 1.6, -0.3, 16.1, -3.9, 2.2, -1.0
- COCC(C)NC(C(=O)Nc1cccc(C(C)=O)c1)c1ccccc1 (centres undefined)
 : -9.5, -2.7, -1.0, -1.0, 2.6, 1.9, -1.3, -7.5, 27.8
- Cc1cc(=O)[nH]c(SCC(=O)Nc2ccc(C)c(S(=O)(=O)N3CCCCC3)c2)n1
 : 0.1, -5.5, 0.2, 3.3, -1.6, 3.5, -6.1, -5.4, 25.3
- CCOC(=O)c1ccc(S(=O)(=O)NNC(=O)c2ccc3c(c2)nc(C)n3CC)cc1
 : -1.5, -5.0, 0.2, 2.5, 3.7, 0.1, -4.2, -7.7, -7.2
- COc1ccc(/C(N)=N/OC(=O)CN(C)S(=O)(=O)c2ccc(C)cc2)cc1
 : 7.4, ., 1.1, -2.6, -2.4, 9.4, 3.5, 1.1, 3.2
